Autophagy HCS: autophagy modulation, high-content screen. MEF GFP-LC3 puncta imaging; test concentration mostly 10 µM. calls only at 10 µM (by protocol). actives 0.98% (n = 190,000);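 active = percentage of spot-positive cells more than 3 SD above its plate mean, without a fluorescence outlier flag or 80% toxicity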;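 note: spot-positive cell cutoff set from DMSO-treated cells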
Insulin prom up: MIN6 insulin promoter up-regulation; actives 0.3% (n = 190,000); z-score at 5 µM; AID 1625; MIN6 insulin promoter-GFP reporter, high-content imaging; hits give high values;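 active = z-score above 3 at 5 µM with at least 500 cells counted in the well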
b-catenin transl: beta-catenin nuclear translocation modulation; HeLa beta-catenin nuclear translocation, immunofluorescence imaging; actives 0.3% (n = 190,000); nuclear translocation activity, % at 5 µM; AID 1665;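 active = nuclear translocation activity above 50% at 5 µM, with a well cell count of 50 or more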;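 note: per-cell ratio of nuclear to cytoplasmic median beta-catenin stain intensity; plate controls were DMSO negative control for no effect and GSK-3 inhibitor IX positive control for full effect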
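Test system: human HeLa cell line; Doses: 5 µM primary, 0.02–20 µM confirmation; Incubation: 24 h compound exposure, 37°C; Detection: beta-catenin immunofluorescence imaging with DAPI; Read-out: beta-catenin nuclear/cytoplasmic ratio, % activation.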
MT stabilizer: microtubule stabilizers in HeLa cells. HeLa tubulin immunostaining HCS, 24 h; share of cells brighter than vehicle mean+2SD. % tubulin-high responders, % at 10 µM. actives 0.83% (n = 200,000). AID 2205;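 active = plate Z-score above 3 for both tubulin-high and condensed-nucleus cell shares, with cell loss under 80%, at 10 µM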;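 note: anti alpha tubulin signal scored within the nucleus-defined area of each cell; some results filed as inactive read as strong as hits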
P. falciparum M17LAP: P. falciparum M17LAP inhibitors, primary screen, biochemical, fluorogenic H-Leu-NHMec substrate, 1536-well (AID 1619). recombinant M17LAP, H-Leu-NHMec fluorogenic kinetic assay; higher % means a stronger effect. inhibition, % at 30 µM; hits with a dose series show IC50 in µM. actives 0.38% (n = 220,000);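 active = compound inhibiting the enzyme by more than half at any dose during confirmatory dose-response retesting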;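 note: plate controls were full reaction with DMSO carrier for no effect and no enzyme background for full effect; strong numbers were not always called active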
Dynein transport: dynein cargo transport inhibition; 3617.4 mouse cells, GR-EGFP nuclear translocation imaging; test concentration mostly 20 µM; stimulated with dexamethasone, 1 µM; hits give low values; actives 0.47% (n = 220,000); z-score, hits read low;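 active = plate z-score of nuclear minus cytoplasmic receptor signal below a set negative limit, without overly bright fluorescence or cell loss, cut at about -3.5 in these data, passing the limit was not always enough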;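 note: z-score of nuclear minus cytoplasmic ring GR-EGFP intensity difference per well; some compounds called inactive have numbers as strong as hits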
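medium = tetracycline-free induction medium containing charcoal-stripped FBS | probe or stimulus = dexamethasone, 1.0 µM final | timing = 48 h induction, then 1 h compound, then 30 min agonist, 37 °C | detection = automated 10x imaging of fixed Hoechst-stained cells | read-out basis = nuclear versus cytoplasmic GR-EGFP signal, averaged per well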
Yfh1-depleted yeast: enhancers of respiration in Yfh1-depleted yeast, dose response, Friedreich's ataxia, plus single-dose screen (AID 1465) | S. cerevisiae Yfh1-off respiration, WST-1 reduction, 72 h; higher fold induction means a stronger effect | fold induction at 50 µM, or EC50 in µM where a hit was titrated | actives 0.074% (n = 220,000);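 active = fold induction of absorbance versus untreated yeast above a set limit, then at least 30% activation at any dose in follow-up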;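 note: activators that raise dye reduction in frataxin-depleted yeast; strong numbers were not always called active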
NOD1 inhibition: inhibition of NOD1-driven NF-kB reporter – cell-based, luminescence, uHTS, primary screen (AID 1578). NOD1-driven NF-kB luciferase reporter cells, luminescence; higher % means a stronger effect. inhibition, % at 4 µM; hits with a dose series show EC50 in µM. actives 1% (n = 290,000); in the data active = inhibition mostly above about 36%, no sharp cut-off; inactive = mostly below about 34%;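 note: HEK-293T reporter cells stimulated with the NOD1 agonist gamma-tri-DAP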
HEK293 NOD2/NF-kB: inhibition of NOD2-driven NF-kB reporter – cell-based, luminescence, uHTS, HEK293 (AID 1566). HEK293 NOD2/NF-kB luciferase reporter, luminescence; higher % means a stronger effect. inhibition, % at 4 µM; hits with a dose series show EC50 in µM. actives 0.63% (n = 290,000); in the data active = inhibition above about 50%; note: many of its hits are not listed in these tables
Dynein transport cytoplasmic EGFP: second read-out of Dynein transport, no call of its own (marks repeat the call); z-score; measured here: cytoplasmic GR-EGFP intensity; hits give high values
Dynein transport nuclear GR-EGFP: second read-out of Dynein transport, no call of its own (marks repeat the call); z-score; measured here: nuclear GR-EGFP intensity;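 lower value marks the stronger effect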
Dynein transport cell count: further read-out of Dynein transport, marked with its call; z-score; measured here: cell count per field
Insulin prom up cell count: further read-out of Insulin prom up, marked with its call; cell count; measured here: cytotoxicity, nuclei count;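 total cells summed across four imaged fields per well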
b-catenin transl cell count 5 µM: further read-out of b-catenin transl, marked with its call; cell count; measured here: cell count, cytotoxicity flag
MT stabilizer Hoechst-high %: recorded beside MT stabilizer, whose call it bears; % Hoechst-high responders; measured here: nuclear condensation Hoechst responders;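 share of cells brighter than vehicle mean plus two SD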
MT stabilizer cytotoxicity %: also measured in MT stabilizer; calls as there; toxicity, %; measured here: cytotoxicity by cell density;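 0% = mean cell density of plate MIN control wells and 100% = no cells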
Autophagy HCS cell loss 18 h: also measured in Autophagy HCS; calls as there; toxicity, %; measured here: cell loss, nuclei count;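 cell loss after 18 h compound exposure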
* marks the source's active call; other numbers are inactive results; i = inactive; . = no result given. Only part of the results is shown (hit frequency here may not be typical).

SMILES	Autophagy HCS	Autophagy HCS cell loss 18 h	Insulin prom up	Insulin prom up cell count	b-catenin transl	b-catenin transl cell count 5 µM	MT stabilizer	MT stabilizer Hoechst-high %	MT stabilizer cytotoxicity %	P. falciparum M17LAP	Dynein transport	Dynein transport cytoplasmic EGFP	Dynein transport nuclear GR-EGFP	Dynein transport cell count	Yfh1-depleted yeast	NOD1 inhibition	HEK293 NOD2/NF-kB
O=C(O)CCNS(=O)(=O)c1ccccc1C(F)(F)F	i	4	-0.13	1086	1.2	1134	3.1	3.2	7.5	3%	0.56	-0.28	0.55	-1	i	-28%	0%
O=C(NCc1cccs1)C1CCC(CNS(=O)(=O)c2cccs2)CC1 (stereo not given)	i	10	-1.4	1058	.	.	1.7	1.4	5.2	-2%	-0.017	0.083	0.33	0.57	i	9%	19%
COc1cc(CNC(C)(C)CO)ccc1OCC(=O)NC(C)(C)C	i	0	0.72	1168	.	.	2.2	1.7	3.6	10%	-0.47	-0.27	0.46	0.58	i	-27%	1%
COc1cc(CC(=O)NCc2ccco2)cc(OC)c1OC	i	-2	-0.82	959	-3.5	1215	1.7	1.5	3.6	0%	0.18	-0.22	0.5	-0.4	i	-1%	9%
CN(C)S(=O)(=O)c1ccc(N2CCN(S(=O)(=O)c3ccc(F)cc3)CC2)c(Cl)c1	i	-6	-3.4	958	-0.6	967	5.1	2.7	0.6	-5%	-0.73	-0.22	-0.15	0.24	i	35%	-7%
O=C(N/N=C/c1ccc(N2CCOCC2)cc1)c1ccc(NS(=O)(=O)c2cccs2)cc1	i	-1	.	.	0.2	991	2.1	2.8	5.4	13%	0.95	-0.25	0.66	0.048	i	-42%	-9%
O=C(O)/C=C/c1ccc(S(=O)(=O)NCc2cccnc2)cc1	.	.	-1.3	1022	-0.7	1295	.	.	.	18%	-0.58	-0.016	0.33	-0.79	i	-6%	-7%
Cc1nnc(NC(=O)NCN2C(=O)C3C4C=CC(C4)C3C2=O)s1 (stereo not given)	i	-7	-0.09	1506	-1.2	964	2.4	1.9	9.6	3%	-0.61	-0.21	-0.057	0.22	i	18%	-10%
Cc1ccc(C(C)C)c(OCC(=O)Nc2ccc(Cl)cn2)c1	i	-1	-0.66	1304	0.2	1037	2.2	0.7	16	4%	-0.18	-0.28	0.15	-0.4	i	-22%	12%
CN(c1ncc(C(F)(F)F)cc1Cl)n1cc(C(=O)O)c2ccccc2c1=O	i	3	.	.	1.6	1216	1.1	1.3	9.0	-13%	0.98	0.0049	0.55	-0.83	i	7%	16%
O=C(N[C@@H](Cc1ccccc1)C(=O)O)c1ccncc1	i	5	-0.34	1492	-2.2	1203	1.7	1.7	3.4	1%	-0.43	0.099	0.16	0.28	i	-34%	14%
O=C(C1CCN(S(=O)(=O)c2cccc3cccnc23)CC1)N1CCN(c2ccccn2)CC1	i	-50	-0.29	1587	-0.6	1334	2.7	2.8	6.3	1%	-0.86	-0.34	-0.38	-0.69	.	-6%	8%
COc1ccc(CNc2ncnc(N)n2)cc1	i	6	.	.	.	.	12	6.3	2.7	-6%	-0.61	-0.28	-0.36	1.7	i	5%	7%
CN1CCN(C(=O)C2=C[C@@H](c3coc4ccccc4c3=O)C[C@@H](OCc3ccc(CO)cc3)O2)CC1	i	33	0.16	1484	1.3	1084	1.3	0.7	2.3	-4%	2.1	-0.31	1.4	-0.27	i	13%	8%
O=C(NC1CCCCC1)C(c1cccs1)N(Cc1cccs1)C(=O)c1cccs1 (stereo not given)	i	5	.	.	0.8	552	3.3	2.5	10	-6%	1.8	-0.28	0.55	0.073	i	-26%	-20%
Cc1cc(C)cc(NC(=O)N2CCCC2C(=O)NCc2ccco2)c1 (stereo not given)	i	10	0.11	1728	0.9	900	4.3	1.5	3.1	-10%	2.5	-0.17	1.1	-1.3	i	-14%	15%
O=C(c1ccc2c(c1)OCO2)N(Cc1cccs1)C1(C(=O)NC2CCCCC2)CCCCC1	i	-43	-1.2	1324	0.8	1052	4.0	2.0	3.7	9%	-0.25	-0.27	0.5	0.25	i	-10%	-50%
Cc1cccc(-c2nc3ccccc3c(=O)n2NC(=O)/C=C/c2ccc([N+](=O)[O-])cc2)c1	i	-15	0.6	1544	-1.1	959	4.8	2.9	7.5	-10%	0.034	-0.25	0.98	-0.23	i	14%	4%
CC(C)(C)c1ccc(C(=O)NNC(=O)Cc2cccc3ccccc23)cc1	i	29	0.09	841	.	.	2.1	1.5	7.7	-3%	-0.77	-0.062	-0.17	0.29	i	-18%	6%
O=[N+]([O-])c1cc(C=Nc2ccc3ccccc3c2)ccc1Br	i	6	-0.94	1510	0.6	1100	3.4	1.8	5.5	-10%	-0.87	-0.23	-0.75	0.88	i	-48%	-35%
CCCCN(C)C(=S)Nc1ccc2nc(N3CCN(CC)CC3)cc(C)c2c1	i	-1	-1.4	1046	3.2	1003	5.3	4.7	4.8	-6%	-0.14	0.22	0.26	0.07	i	3%	23%
Cc1ccc(CNC(=O)Cc2nc3nc(C)cc(C)n3n2)cc1	i	-10	.	.	-3.7	1297	2.9	2.1	4.8	-12%	0.23	-0.25	0.16	0.34	i	-10%	16%
O=S(=O)(Nc1ccccn1)c1ccc(C(F)(F)F)cc1Cl	.	.	0	1396	0.0	1129	.	.	.	-13%	-0.69	0.42	-0.26	0.79	i	-15%	14%
CSc1nccc(Oc2cccc(C#N)c2)n1	i	-12	-0.15	1381	0.2	998	1.7	1.7	1.0	16%	-0.029	-0.22	0.35	-0.48	i	-10%	21%
CSCCC(C(=O)Nc1ccc2c(c1)OCO2)N1C(=O)c2ccccc2C1=O (stereo not given)	i	3	-0.01	1179	.	.	1.5	0.2	28	-5%	2.6	-0.13	1.8	-2.2	i	-13%	-6%

(more compounds)
SMILES	Autophagy HCS	Autophagy HCS cell loss 18 h	Insulin prom up	Insulin prom up cell count	b-catenin transl	b-catenin transl cell count 5 µM	MT stabilizer	MT stabilizer Hoechst-high %	MT stabilizer cytotoxicity %	P. falciparum M17LAP	Dynein transport	Dynein transport cytoplasmic EGFP	Dynein transport nuclear GR-EGFP	Dynein transport cell count	Yfh1-depleted yeast	NOD1 inhibition	HEK293 NOD2/NF-kB
CC(C)CCNC(=O)NC(=O)CSc1ncccn1	i	11	0.17	1227	-4.3	1098	3.3	2.9	5.9	3%	1.5	-0.3	1.1	-0.28	i	-34%	10%
COC(=O)Cc1[nH]c(=O)[nH]c1C(=O)OC	.	.	-0.2	1066	0.1	1343	.	.	.	3%	-1.2	-0.26	-0.52	0.5	i	-4%	-9%
NC(=O)C1CCN(Cc2nc(-c3ccccc3)no2)CC1	i	27	0.12	1143	-0.5	1128	4.1	2.2	0.9	-6%	-0.54	-0.31	-0.11	0.44	i	-11%	0%
O=C1NC(N2CCOCC2)=N/C1=C/c1ccc2c(c1)OCO2	i	-33	0.16	1228	-2.0	1111	1.5	1.8	7.6	14%	0.47	-0.28	0.25	-0.2	i	-26%	0%
CN(C)CCNC(=O)/C(=C/c1ccc(-c2ccc(Cl)cc2Cl)o1)NC(=O)c1ccccc1	i	7	-0.08	1300	9.6	86	36	5.0	16	19%	-5.1	1.5	-2.7	-4	i	-75%	-2%
Nc1c(C(=O)NCCc2ccc(Cl)cc2)sc2ccc(S(=O)(=O)N3CCCCC3)cc12	i	-3	-0.08	1350	10	1034	10	4.9	9.2	-2%	-0.29	-0.18	-0.3	-0.099	i	-20%	11%
CC1(C)CSC(=S)N1S(=O)(=O)c1ccccc1	i	3	.	.	-1.7	1148	3.3	2.6	3.8	-7%	0.85	-0.15	0.56	-0.55	i	1%	8%
Cc1nc2ccccc2n1CC(=O)NN	i	26	0.55	1240	0.7	1531	5.3	1.1	4.5	13%	1.3	-0.18	0.86	-0.81	i	-26%	12%
O=C(NNS(=O)(=O)c1ccccc1[N+](=O)[O-])c1ccc(F)cc1	i	-2	.	.	-1.0	1142	2.2	1.9	5.6	5%	-0.71	-0.37	-0.33	1.2	i	-30%	-5%
O=[N+]([O-])c1ccc(CSc2nc3ccccc3[nH]2)cc1	i	3	0.34	1476	-0.6	1118	2.9	1.9	5.4	3%	0.83	-0.03	0.52	-1.5	i	-29%	-56%
COc1ccc(NC(=S)NCCN2CCOCC2)cc1	i	3	-0.32	1423	2.6	984	2.2	1.5	5.1	-8%	0.08	-0.098	-0.024	0.7	i	-8%	9%
CCCOc1ccc(C(O)(CCC)CCN2CCCCC2)cc1 (stereo not given)	i	10	-1.3	656	-1.2	1306	2.9	1.7	7.1	7%	-0.89	-0.21	-0.46	0.47	i	-17%	3%
[O-]c1c[n+](-c2ccccc2)no1	.	.	-0.3	1048	-0.8	1329	.	.	.	0%	0.56	-0.25	0.7	0.021	i	6%	14%
Cc1cccc(C)c1NC(=O)CSc1nnnn1-c1ccc(C(=O)O)cc1	i	16	-0.13	1405	1.0	766	2.9	1.1	7.5	26%	0.52	-0.23	0.6	-0.048	i	4%	13%
CC(=O)Nc1ccc(OC(F)(F)Cl)cc1	i	3	0.09	1391	-0.3	1580	5.0	1.3	15	-5%	-0.067	-0.24	0.014	0.4	i	-19%	12%

Screens (PubChem BioAssay)
